HT1080 cytotoxicity: HT1080 cell viability loss – fluorescence readout (AID 620) | HT1080 viability, fluorescence; higher % means a stronger effect | one-dose cytotoxicity, % at 10 µM; EC50 in µM for titrated hits | 0.42% of 87,000 active; in the data active = cytotoxicity above about 50%;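 also: cells exposed to compound overnight then 4 h with Alamar Blue; 0% = vehicle DMSO and 100% = killing control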
* = called active by the depositor.

compound,HT1080 cytotoxicity
CCOC(=O)c1cc(-c2ccc(OC)cc2F)nc2c1c(C)nn2CCC#N,-6.7%
CCOc1ccccc1N1CCN(C/C=C/c2ccc(N(C)C)cc2)CC1,3.2%
COCCCNc1nc(SCc2ccccc2)nc2sc3c(c12)CCC3,-8.4%
CSc1cccc(NC(=O)c2ccc(Cl)nc2)c1,0.6%
CCOC(=O)c1sc(NC(=O)CSc2nccc(C)n2)c(C#N)c1C,-12.3%
Cc1nc2ccccn2c1C(=O)N/N=C/c1cc(C)n(-c2ccc(Cl)cc2)c1C,11.1%
COc1cc(-c2cn(S(=O)(=O)c3cccc4nsnc34)nc2N)cc(OC)c1OC,6.0%
Cc1c(C(=O)C(C)C)n(C)c2ccccc12,-2.6%
N/C(Cc1ccc(Cl)cc1)=N\OC(=O)c1ccc2ccccc2c1,-5.4%
O=C(CCCOc1ccc(Cl)cc1Cl)Nc1ccncc1,-1.5%
CCOC(=O)C1CCN(Cc2ccccc2C)CC1,20.3%
Fc1ccc(Cn2ccc(-c3cnc(-c4ccccc4)s3)n2)cc1,16.7%
O=C(Nc1ccc2oc(-c3cccnc3)nc2c1)c1ccc(Br)o1,-2.3%
CC(C)c1nnc(NC(=O)c2sc3ccccc3c2Cl)s1,38.3%
Cn1nc(CC(=O)NC2CCCCC2)c2ccccc2c1=O,-18.1%
CC(C)CCNC(=O)c1ccc(C2SCC(=O)N2Cc2ccco2)cc1 (stereo unspecified),-0.9%
O=C(Nc1nnc(COc2ccccc2)s1)C1CCN(S(=O)(=O)c2ccc(Cl)cc2)CC1,-4.8%
COc1ccc(N(C)C2=NS(=O)(=O)c3ccccc32)cc1,30.1%
COC(=O)[C@@H]1C[C@H]2CC[C@H](O)C[C@H]2N1Cc1ccccc1OS(=O)(=O)c1ccc(C)cc1,-8.3%
Cc1cc(C(=O)CSc2n[nH]c(N)n2)c(C)n1C1CC1,-11.6%
COc1ccc(N2CC(C(=O)Nc3nccs3)CC2=O)cc1 (stereo unspecified),-16.8%
CCCCN1C(=O)C2NN=C(C(=O)OC)C2C1=O (stereo unspecified),8.0%
Cc1ccc(SCCNC(=S)Nc2ccc(C)c(C)c2)cc1,16.7%
Cc1ccc(C23CC4CC(CC(NC(=O)NC(C)(C)CO)(C4)C2)C3)cc1,-14.6%
c1ccc2c(c1)C(=NC1CCCCC1)NC2=NC1CCCCC1,-8.7%
CC(=O)c1cc2c(cc1NC(=O)CN1CCCCCC1)OCO2,-16.0%
O=C1C2CC=CCC2C(=O)N1c1n[nH]c(CCc2ccccc2)n1 (stereo unspecified),14.1%
CCOCCn1c(C(C)O)nc2ccccc21 (stereo unspecified),-8.8%
Cc1cc2n(n1)SC(Nc1ccc(F)cc1)N2 (stereo unspecified),-2.4%
COc1ccc(CNC(=S)Nc2cccc(C)c2)cc1,-4.7%
O=C(CSCc1ccc(F)cc1)N1CCN(c2ccc(F)cc2)CC1,19.0%
CCOC(=O)c1cc(NC(=O)N(CC)C2CCCCC2)c(C)nc1C,-14.3%
O=C(NCCN1CCCCC1)c1cc(OCC(F)(F)F)ccc1OCC(F)(F)F,-0.9%
CC12CC3(C)CC(C)(C1)CC(NC(=O)N1CCCC1)(C2)C3,-15.6%
COc1cc(CNc2ccccc2Oc2cc(=O)n(C)c(=O)n2C)cc(OC)c1OC,-7.5%
Cc1nc(NC(=O)CSc2nnnn2C)sc1C,3.7%
COc1ccc(CCCc2nnc(SCC(=O)Nc3ccc(C)c(C)c3)o2)cc1,6.6%
CCC1=C(OC(=O)N(CC)CC)N2C(=O)OC(=NCCc3c[nH]c4ccccc34)[C@]2(C)[C@H]2C1=CC[C@H]1C(=O)NC(=O)[C@H]12,10.7%
CCOc1ccccc1N/C=C(\C#N)c1nc2ccccc2n1C,-4.2%
CN(C)/C=C(\C#N)C(=O)c1cccc(Oc2ccc(Br)cc2)c1,-8.5%
O=C(NCCN1CCOCC1)C1CCC(CNS(=O)(=O)c2ccc(Cl)cc2)CC1 (stereo unspecified),-13.6%
CCOC(=O)c1ccccc1Oc1c(F)c(F)nc(NCCO)c1F,1.2%
CCc1ccccc1NC(=S)N(CCN(C)C)C(C)c1ccccn1 (stereo unspecified),0.7%
CN(CC(=O)Nc1cccc2ccccc12)c1ccc(S(=O)(=O)N2CCOCC2)cn1,5.9%
Cc1cccc(NC(=S)NN2CCN(C)CC2)c1,18.9%
COc1ccc(S(=O)(=O)/N=C2/NC(=O)/C(=C\c3cc(OC)c(OC)cc3[N+](=O)[O-])S2)cc1,1.9%
COC(=O)CNC(=O)CNC(=O)Nc1ccccc1Cl,10.8%
CCC(C)N(C)Cc1cccc(C2(O)CCN(S(=O)(=O)c3ccc(F)c(C)c3)CC2)c1 (stereo unspecified),1.7%
CCOc1nc(N2CCCCC2)nc(-n2cc(-c3ccccc3)nn2)n1,-17.8%
Cn1cnnc1SCC(=O)Nc1ccc2nc(SCc3ccccc3Cl)sc2c1,-2.6%
CCNC(=O)CN(c1ccc(Cl)cc1)S(=O)(=O)c1ccccc1,3.8%
CN(C)S(=O)(=O)c1ccc(N2CCCC2)c(C(=O)Nc2ccc(N3CCOCC3)cc2)c1,5.9%
FC(F)(F)c1cc(-c2ccc(Cl)cc2)nc(NCc2cccnc2)n1,-7.8%
CCCC1(C(=O)OCC)NC(c2ccc(OC)cc2OC)C2C(=O)N(c3ccc4c(c3)OCCO4)C(=O)C21 (stereo unspecified),0.2%
CN(C)/C=C1/N=C(c2ccccc2)OC1=O,9.7%
OC(Cn1cncn1)(c1ccccc1)c1ccccc1,7.7%
Cc1ccc(S(=O)(=O)CC(=O)NC2CC2)cc1,-20.3%
Cc1cccc(OCCCC(=O)NC(C)C)c1,-19.8%
COC(=O)c1ccccc1NC1=C/C(=N\S(=O)(=O)c2cccs2)c2ccccc2C1=O,-53.0%
COCC(=O)Nc1ccc(S(=O)(=O)Nc2cc(C)nc(C)n2)cc1,-4.5%

Exported field by field: 4 of the compounds above
SMILES: CN(CC(=O)Nc1cccc2ccccc12)c1ccc(S(=O)(=O)N2CCOCC2)cn1
  HT1080 cytotoxicity: 5.9%

SMILES: CCc1ccccc1NC(=S)N(CCN(C)C)C(C)c1ccccn1 (stereo unspecified)
  HT1080 cytotoxicity: 0.7%

SMILES: COC(=O)c1ccccc1NC1=C/C(=N\S(=O)(=O)c2cccs2)c2ccccc2C1=O
  HT1080 cytotoxicity: -53.0%

SMILES: COc1ccc(S(=O)(=O)/N=C2/NC(=O)/C(=C\c3cc(OC)c(OC)cc3[N+](=O)[O-])S2)cc1
  HT1080 cytotoxicity: 1.9%

(list continues)
compound,HT1080 cytotoxicity
CC(=O)c1cccc2c(O)c(C3=Nc4ccccc4C3=O)[nH]c12,-27.0%
N#CC1=C(Nc2ccccc2)SC=C(c2ccc(F)cc2)N=C1N1CCOCC1,-13.4%
Cc1oc2ccc(O)cc2c1C(=O)OC(C)C,0.1%
CN1CCN(C(=O)Cn2c(C(F)(F)F)nc3ccccc32)CC1,12.0%
Cc1nn(C)c(C(=O)N2CCc3ccccc32)c1Cl,7.5%
CCCc1cc(=O)oc2cc(OCC(=O)N3CCc4ccccc43)ccc12,4.5%
Cc1cc(-n2ccnc2)n2c(nc3ccccc32)c1C#N,-6.7%
Cc1cccc(OCC(=O)OC2CCN(C)CC2)c1,6.3%
Cc1nc2nc(-c3cccnc3)[nH]n2c(=O)c1C,7.1%
Cc1ccsc1/C=C/c1ccc2cccc(O)c2n1,18.5%
COc1ccc(S(=O)(=O)Nc2ccc(N(C)C(C)=O)cc2)cc1,4.3%
O=C(Cc1ccccc1)Nc1nc(=O)c2ccccc2s1,-2.7%
CCN1CCN(C(=O)CN(CCc2ccccc2)S(C)(=O)=O)CC1,-3.2%
Cc1ccc(OCC(O)Cn2c(=N)n(Cc3ccccc3)c3ccccc32)cc1 (stereo unspecified),-2.5%
CC(C)N=C(NC#N)SCc1ccccc1,0.9%
CC(=O)c1c(N2CCN(C)CC2)[nH]c(-c2ccccc2)nc1=S,-11.6%
Cc1onc(-c2ccccc2)c1C(=O)N1CCC(C)CC1,6.9%
c1ccc(-c2nnc(SCc3nc4ccccc4[nH]3)n2Cc2ccco2)cc1,-0.9%
CC(=O)ON1C(C)(C)Cc2noc(N)c2C1(C)C,-4.6%
COc1ccc(-n2c(CCc3ccccc3)nnc2SCC(=O)NCc2ccccc2)cc1,-19.1%
Cc1cc(C(=O)Nc2c(C)n(C)n(-c3ccccc3)c2=O)c2ccccc2n1,-6.0%
CC(C)(O)C#Cc1ccc(C(=O)NCc2ccccc2)s1,-22.3%
COc1ccc(NC(=O)CCNS(=O)(=O)c2ccc3c(c2)c(=O)n(C)c(=O)n3C)c(OC)c1,2.7%
Cc1cc(NC(=O)CSc2nnc(-c3cccnc3)n2C2CCCCC2C)no1 (stereo unspecified),-5.8%
CCn1c(SCC(=O)Nc2nc3ccccc3s2)nnc1-c1ccc(Br)cc1,8.4%
CCN(CC)S(=O)(=O)c1cccc(C(=O)Nc2cccc(C)c2)c1,26.6%
O=C(Oc1cccc2cccnc12)c1ccco1,-15.3%
CC(=O)C1=C(C)NC(=O)NC1c1ccccc1OCC(=O)NCCc1ccccc1 (stereo unspecified),1.4%
CCCOC(=O)Nc1cccc(C(C)=O)c1,5.3%
COc1cccc(-c2[nH]nc3c2C(c2ccoc2)C(C#N)=C(N)O3)c1 (stereo unspecified),-10.2%
CCOCCOCCC(C(=O)O)P(=O)(c1ccccc1)c1ccccc1 (stereo unspecified),-0.9%
Cc1[nH]nc2ncc(C(=O)c3cc(F)ccc3O)cc12,0.2%
C/C(Cn1cnc([N+](=O)[O-])n1)=N\NC(=O)c1ccccc1,-2.1%
COc1ccc(-n2cnnc2SCC(=O)Nc2cc(C(C)(C)C)nn2-c2ccccc2)cc1,16.7%
CC(C)(C)n1nnnc1C(c1ccc(Cl)cc1)N(Cc1cccnc1)Cc1ccco1 (stereo unspecified),-12.8%
CCCCOC(=O)Nc1ccc(C(N)=O)cc1,-11.1%
CCn1c(SC(C)C)nnc1-c1cc(-c2ccccc2)sc1N,-5.8%
CCN1N=C(c2cc(Cl)sc2Cl)CSC1=O,0.5%
FC(F)(F)c1ccc(N2CCN(c3ncnc4c3nnn4Cc3ccccc3Cl)CC2)cc1,-17.6%
O=C(Cc1cccs1)Nc1nc(-c2ccc(F)cc2F)cs1,-14.6%
CC(=O)Nc1nc2ccc(C(=O)NC3CCCCC3)cc2s1,17.1%
COC(=O)c1ccc(NC(=O)COc2ccc(S(=O)(=O)N3CCCCC3)cc2)cc1,-6.1%
O=C(O)c1cn(-c2ccccc2)c(=O)c2ccccc12,8.8%
Cc1c(/C=C/C(=O)c2cccs2)cnn1C,-3.8%
COCCNC(=O)C(c1cccs1)N(Cc1cccs1)C(=O)Cn1nnc2ccccc21 (stereo unspecified),-1.4%
CCCCOC(=O)Cn1c(=N)n(CCN(CC)CC)c2ccccc21,-11.2%
CC(=O)Nc1ccccc1Nc1cc(C#N)c(C#N)cc1[N+](=O)[O-],0.6%
O=C(CCc1nc2ccccc2[nH]c1=O)OCC(=O)c1ccc(Cl)cc1,8.4%
Cc1cc(NC2CCCCC2)nc(-c2ccccc2O)n1,13.2%
CCn1c(SCC(=O)NCc2ccccc2)nnc1-c1c[nH]c2ccccc12,-3.7%
Cc1cc(NC(=O)COC(=O)c2cc(S(=O)(=O)N3CCOCC3)ccc2N2CCCCC2)no1,3.1%
COCC(C)NC(=O)CCSc1nc(-c2ccc(OC)cc2)cc(C(F)(F)F)n1 (stereo unspecified),16.1%
COC(=O)C1=C(C(=O)OC)SC(=C2C(=S)C(C)(C)N(C(=O)CC(C)C)c3ccccc32)S1,-0.9%
O=C(CN1C(=O)COc2ccccc21)N1CCc2ccccc2C1,10.5%
COCC(O)CSc1nc(C)[nH]c1[N+](=O)[O-] (stereo unspecified),-11.0%
CCN(CC)C(=O)CSc1nc2ccccc2o1,-2.4%
O=C(COC(=O)[C@H](Cc1ccccc1)N1C(=O)c2ccccc2C1=O)Nc1ccc2c(c1)OCO2,-0.6%
Cc1cccc(OCc2nnc(SCC(=O)N3CCN(c4ccccc4)CC3)o2)c1C,-3.2%
Cc1cc(C(C)(C)C)nc2[nH]n(-c3ccccc3)c(=O)c12,-2.1%
CC(C)C[C@H](NC(=O)OC(C)(C)C)C(=O)N/N=C/c1ccc2nccnc2c1,-19.1%

The listing continues:
compound,HT1080 cytotoxicity
CCc1c(C)c(C#N)c2nc3ccccc3n2c1N1CCN(c2cc(C)ccn2)CC1,-2.0%
Cc1cc(C(=O)CN2C(=O)NC3(CCCc4ccccc43)C2=O)c(C)n1C (stereo unspecified),-12.5%
CCOc1ccc(C(CC(=O)O)NC(=O)c2ccco2)cc1 (stereo unspecified),-12.1%
CSc1ccccc1NC(=O)c1cc(C(C)C)on1,-1.3%
CC(C)(C)c1ccc(C(=O)N/C(N)=N/c2nc3ccccc3o2)cc1,-14.5%
COCCNC(=O)CNC(=O)c1nn(-c2ccc(OC)c(Cl)c2)c(=O)c2ccccc12,-6.6%
O=C1c2ccccc2CC1(Cc1ccccc1)Cc1ccccc1,-10.2%
O=C1OC(c2ccccc2)/C(=C(/O)c2ccccc2)C1=O (stereo unspecified),-8.9%
Clc1ccc(C2[C@H]3CN(Cc4ccc(-c5ccccc5)cc4)[C@H](c4ccccc4)C34CC2(c2ccccc2)C4)cn1 (stereo partly specified),3.0%
CSCCC(C(=O)NC1=NCCS1)N1C(=O)c2ccccc2C1=O (stereo unspecified),-0.1%
CC1(C)NC(=O)N(CCSc2ccc(Cl)cc2)C1=O,-15.1%
COc1ccc(NS(=O)(=O)c2ccc(N3C(=O)CCC3=O)cc2)cc1,-13.4%

An excerpt; count on the stated rates, not on these rows.
